From PubChem
HT1080 IDH1KD tx: kills HT-1080 cells with IDH1 knockdown. HT-1080 IDH1 knockdown viability, ATP luminescence, 48 h. Potency, µM (titrated, usually from 46.1 µM), inactives show at the highest dose activity, negative = toxicity, actives largely listed as cytotoxic. actives 2% (n = 360,000). AID 686971;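 also: potency is read from the fitted curve at half-maximal effect; 0% = DMSO wells and -100% = cell-free medium wells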
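Luminescent ATP read-out (CellTiter-Glo, 10 min at room temperature) after 48 h compound exposure at 37 °C gave viability of IDH1-knockdown HT-1080 cells. Activity was normalised to DMSO and cell-free wells, then fitted as concentration-response curves.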
HT1080NT lethal: kills 2HG-producing HT-1080-NT fibrosarcoma cells | Potency, µM (top dose mostly 46.1 µM), inactives show at the top dose activity, negative = less viability, most hits filed as cytotoxic | AID 686970 | HT-1080-NT fibrosarcoma viability, CellTiter-Glo ATP luminescence, 48 h | actives 1.6% (n = 360,000);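 also: NT is the 2HG producing partner of a matched IDH1 knockdown line; potency is read from the fitted curve at half-maximal effect; 0% = DMSO-treated cells and -100% = media-only wells without cells; nearly all actives have a fitted effect of over 55% in size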
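Fibrosarcoma NT cells, 750 per well in 5% FBS RPMI, were exposed to compound for 48 hours. Viability: CellTiter-Glo luminescence.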
ATXN viability: cell viability loss in ATXN counter-screen | S2 cells (HEK-293 line with an ATXN2-luciferase reporter) viability, CellTiter-Fluor protease fluorescence, 24 h | Potency, µM (highest dose often 56.7 µM), actives largely listed as cytotoxic | actives 0.49% (n = 400,000); also: potency is read from the fitted curve at half-maximal effect; nearly all actives have a fitted effect of over 40% in size
KB-3-1 tox: kills parental KB-3-1 adenocarcinoma cells. AID 1347075. Potency, µM (series often up to 46.1 µM), for inactives: at the top dose activity change, negative = cytotoxic, usual class: cytotoxic. actives 1.4% (n = 400,000). KB-3-1 viability, CellTiter-Glo ATP luminescence, 72 h; also: potency is read from the fitted curve at half-maximal effect; % is scaled to controls: 0 for no effect and ±100 for the full control effect; nearly all actives have a fitted effect of over 60% in size
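Cells are dispensed, compounds pinned in, plates held at 37 °C for 72 h, then CellTiter-Glo is added and luminescence read after 10 minutes. Cell line: parental KB-3-1 in phenol-red-free DMEM, 10% FBS.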
ATXN2 expr inh: ATXN2 expression inhibition. HEK-293 ATXN2-luciferase reporter, luminescence, 24 h. Potency, µM (doses to about 57 µM), for inactives: at the highest dose activity change, negative = inhibition, most hits filed as inhibitors. actives 0.72% (n = 360,000); also: potency is read from the fitted curve at half-maximal effect; % is scaled to controls: 0 for no effect and ±100 for the full control effect; nearly all actives have a fitted effect of over 55% in size
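qHTS (up to 57 uM final) was run with 24 h compound exposure of reporter cells at 37 °C. Each well was multiplexed: SteadyGlo luminescence measured ATXN2-luciferase expression after a fluorogenic Gly-Phe-AFC viability readout (25 uM final).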
MCF10A rerep: inducers of DNA re-replication in MCF 10A breast cells; actives 2.9% (n = 350,000); MCF 10A DNA re-replication, Hoechst nuclear intensity, 48 h; Potency, µM (doses to about 46.1 µM), for the others: top-dose activity, positive = re-replication, hits mostly activators; AID 624296; also: potency is read from the fitted curve at half-maximal effect; % of control where 0% means no effect; nearly all actives have a fitted effect of over 50% in size
HepG2 viability: counter-screen for TGF-b inhibitors: cytotoxicity in HepG2 cells | Potency, µM (series often up to 46.1 µM), for inactives: at the top dose activity change, negative = cytotoxicity, hits mostly cytotoxic | AID 588856 | actives 0.76% (n = 410,000) | HepG2 CAGA-GFP viability, ATP luminescence, 18 h; also: potency is read from the fitted curve at half-maximal effect; some results filed as inactive show a strong effect at the top dose
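CellTiter-Glo luminescence gave cytotoxicity after 18 hours at 37 degrees C. The cells were HepG2 CAGA-GFP in 1% FBS DMEM, stimulated with 500 pg/mL TGF-beta after compound addition. %Activity was normalised to no-cell wells (complete cell-killing) and DMSO (no toxicity), and curves were fitted and classified.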
SW480 rereplic: DNA re-replication induction in SW480 cells | AID 624297 | Potency, µM (highest dose often 46.1 µM), without a hit: top-dose re-replication activation, actives largely listed as activators | actives 1.8% (n = 340,000) | SW480 DNA re-replication, Hoechst DNA content imaging, 48 h; also: potency is read from the fitted curve at half-maximal effect; % of control where 0% means no effect; nearly all actives have a fitted effect of over 55% in size
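Image-based DNA-content assay: after two days of treatment, nuclei were labelled with the DNA dye Hoechst and imaged, and hits were compounds raising the count of nuclei showing high fluorescence intensity.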
IL-1B inflam inh: inflammasome signaling inhibition, IL-1 beta readout | THP-1 LPS/ATP IL-1B secretion, AlphaLISA, 16 h; active compounds read low | activity change, % at 57.5 µM | actives 4.7% (n = 360,000); in the data active = activity change below about -50%; inconclusive = mostly about -30% to -49%; also: % is scaled to controls: 0 for no effect and ±100 for the full control effect
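THP-1 cells pretreated 1 hr with compounds (up to 57.5 uM final), then stimulated with LPS (250 ng/mL final) plus ATP (1.25 mM final); secreted IL-1B measured by AlphaLISA after 16 hr, decreased signal indicating inhibition.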
An asterisk follows results filed as active; i = inactive; ? = inconclusive; · = no result given; & = joins results of further samples; [ ] = another dose, or the depositor's remark. Unless noted, calls follow the shape of the dose curve; as a rule, active = well fitted curve in the direction sought with a large enough effect; inconclusive = small, poorly fitted or top-dose-only effect, or another doubt; inactive = no such curve, though single readings can be large; an effect the other way counts as inactive or inconclusive.

SMILES	HT1080 IDH1KD tx	HT1080NT lethal	ATXN viability	KB-3-1 tox	ATXN2 expr inh	MCF10A rerep	HepG2 viability	SW480 rereplic	IL-1B inflam inh
CCCCCCn1cc(CN2CC(N3CCN(Cc4ccccc4F)CC3)CS2(=O)=O)nn1 (stereo not given)	0%	-6%	i	?	-6%	·	·	·	-1
COc1ccc(-c2nc3c(c(SCC(=O)N4CCCC4)n2)COC(C)(C)C3)cc1	12%	7%	?	-22%	5%	2%	-41%	-6%	-10
C[n+]1ccn(CC(=O)c2cc(C(C)(C)C)c(O)c(C(C)(C)C)c2)c1	1%	-7%	i	-12%	7%	0%	-17%	?	?
Cc1cccc(C)c1Cn1c(C)c(C(=O)NCCC#N)sc1=O	9%	9%	i	-18%	9%	·	-4%	·	4
CN1CCN(S(=O)(=O)c2cccc(C(=O)Nc3sc4c(c3C(N)=O)CCCC4)c2)CC1	1%	1%	i	9%	-11%	?	-25%	13%	?
CC(C)(C)NC(=O)/C=N/O	4%	11%	i	2%	6%	-12%	-6%	-33%[inhibitor]	0
Cc1ccc2c(c1)Oc1ccc([N+](=O)[O-])cc1C(=O)N2	-1%	3%	i	7%	-24%	-16%	1%	0%	13
COc1cc(NC(=O)CSc2nnc(Cn3nnc4ccccc43)n2C)cc(OC)c1	3%	8%	i	2%	-9%	-1%	1%	0%	0
COc1ccc(Cl)cc1NC(=O)CSc1nnc(CNC(=O)c2ccco2)o1	-7%	-3%	i	19%	6%	?	4%	-12%	15
COc1ccccc1CNC(=O)c1ccccc1C(=O)NC(C)(C)C(=O)NCc1ccccc1OC	-6%	-2%	i	-7%	3%	2%	-41%	-15%	-12
CC(C)c1ccc(CC(=O)N2CCC2(C)C(=O)NS(=O)(=O)c2ccc(C(C)(C)C)cc2)cc1 (stereo not given)	7%	2%	i	0%	4%	·	-29%	·	19
COc1ccc2nc(NC(=O)c3ccc(-n4nc(C)cc4C)cc3)sc2c1	17%	18%	i	2%	?	2%	12%	1%	-15
O=C(NNC(=O)c1cc2ccccc2oc1=O)c1ccccc1	16%	28%	i	7%	10%	-1%	-37%	-4%	-8
COc1ccc(NC(=O)NN2CCN(C)CC2)cc1OC	16%	8%	i	2%	-18%	-3%	0%	-8%	9
CC(C)(C)n1nnnc1CN1CCN(C(c2ccccc2)c2ccccc2)CC1	-17%	-18%	i	-27%	-2%	3%	-10%	-3%	-55*
O=C(c1[nH]c(C(F)(F)F)nc1-c1ccccc1)N1CCCCC1	6%	9%	i	0%	6%	·	0%	·	-11
CC(C)(C)S(=O)N1Cc2cc(C(=O)N[C@@H]3CCN(Cc4ccccc4)C3)nc(-c3cccc(-c4cc5ccccc5o4)c3)c2[C@@H]1CCO (stereo not given in full)	?	?	?	-17%	?	·	-33%	·	?
CC(=O)c1ccc(N(CC(=O)NC2CCS(=O)(=O)C2)S(=O)(=O)c2ccc(Cl)cc2)cc1 (stereo not given)	1%	1%	i	5%	·	5%	0%	-8%	-9
CN(C)C(=O)c1ccc(=O)n(Cc2ccc(Cl)cc2Cl)c1	19%	6%	i	13%	0%	2%	1%	-4%	38
CCOc1ccccc1C(=O)NCC(=O)OCc1csc(CC(=O)Nc2ccc(C)cc2)n1	-13%	-4%	i	·	27%	0%	-14%	6%	-2
COc1ccc(-c2noc(CNC(=O)Nc3ccc(F)cc3)n2)cc1	-12%	-7%	i	-1%	5%[11.3 µM]	-7%	-5%	-1%	-10
CSc1nc(C)cc(OCC(=O)N/N=C/c2ccccc2O)n1	?	?	i	5.8µM*	14µM*	5.2µM*	-22%	?	49
CC1=CC(C)(C)Nc2ccccc21	?	?	i	0%&-3%	5%&-3%	?	-3%&3%	0%&0%	7&0
CC1CCc2c(sc3nc4n(c(=O)c23)CCS4)C1 (stereo not given)	3%	6%	i	0%	78%[activator]	5%	-8%	-1%	-12
Cc1cccc2sc(N3CCN(C(=O)c4cccs4)CC3)nc12	11%	9%	i	-18%	-4%	19%	1%	6%	-78*
CC(C)CNS(=O)(=O)c1ccc(S(=O)(=O)N2CCN(CCC#N)CC2)cc1	-3%	2%	i	4%	-4%	5%	-41%	-10%	-14
COc1ccc(N(CC(=O)NC2CCCCC2)C(=O)CNC(=O)c2cccs2)cc1	-1%	-9%	i	1%	3%	12%	5%	-1%	19
COc1ccc(-n2nc(N)c(C(N)=O)n2)cc1	-10%	5%	i	-6%	32%	-1%	-8%	-10%	?
CCOC(=O)c1sc2ncn(CC(=O)Nc3ccc(OCC)cc3)c(=O)c2c1C	·	·	i	3%	2%	·	-2%	·	·
Cc1nn2c(-c3ccc(F)cc3)ccnc2c1Br	1%	-8%	?	-10%	14%	4%	-5%	11%	32
CCOCCCN(C(=O)c1snc(C(N)=O)c1N)C(C(=O)NC(C)(C)C)c1ccc(Cl)cc1 (stereo not given)	-1%	1%	i	0%	-12%	-4%	12%	-5%	6
O=C1NC(=S)N/C1=C/c1ccc2ccccc2c1	4%	15%	i	0%	·	-2%	-1%	?	5
CCOC(=O)C(=Cc1ccc(-n2ccnc2)cc1)C(=O)OCC	5.8µM*	10µM*	·	21µM*	?	2.6µM*	-82%	6.5µM*	-93*
COc1ccc2c(ccn2S(=O)(=O)c2ccccc2)c1	-1%	1%	i	4%	·	3%	2%	-5%	0
COC(=O)/C=C/c1cc(F)ccc1S(=O)(=O)NC(C)(C)C	6%	-4%	i	0%&5%	0%	0%	-2%&23%	-19%	20
O=C(C=Cc1ccccc1Cl)c1ccccc1	?	23µM*	i	2%	24%	?	-17%	?	-11
CN(C)/C=N/c1nc2nccc(-c3ccccn3)n2n1	13%	23%	·	0%	-29%	1%	-5%	-2%	-5
CCC1CN(C(=O)N2CCC(C(=O)NCc3ccc(C)o3)CC2)c2cc(C)ccc2O1 (stereo not given)	11%	18%	i	-2%	-17%	1%	-1%&-29%	-14%	-1
CN(C)C(=O)/C(=C\c1ccc(-c2cccc([N+](=O)[O-])c2)o1)NC(=O)c1ccccc1	-9%	0%	?	-1%	·	14%	-20%	-8%	-16
Cc1ccc2cc(CN(C)C(=O)C3CCCO3)c(=O)[nH]c2c1 (stereo not given)	6%	3%	i	19%	36%[activator]	-4%	1%	0%	29
Cc1ccc(C(C)(C)C)c(SCC(=O)Nc2nnc(C)s2)c1	-14%	3%	i	-22%	48%[activator]	-1%	-11%	-10%	1
CC(=O)c1cccc(N2C(=NC(=O)CCc3ccccc3)SC3CS(=O)(=O)CC32)c1 (stereo not given)	-1%	14%	i	-3%	-3%	1%	-4%	2%	-6
COC(=O)c1ccc(CSc2nncn2N)cc1	22%	24%	i	3%	-5%[11.3 µM]	-5%	-16%	-30%	?
Nc1c(Cl)cc(-c2csc(N3CCCC3c3nc4cc(Cl)c(Cl)cc4n3CCOCCO)n2)cc1Cl (stereo not given)	-2%	0%	?	0%	-5%	92%	-21%	-21%	-4
O=C(O)c1ccc(S(=O)(=O)c2ccc3c(c2)C(=O)N(c2ccc(Br)cc2)C3=O)cc1	8%	0%	i	13%	-8%	-3%	9%	-6%	21
CO[C@H]1C=CO[C@@]2(C)Oc3c(C)c(O)c4c(O)c(c(C=NN5CCN(C)CC5)c(O)c4c3C2=O)NC(=O)C(C)=CC=C[C@H](C)[C@H](O)[C@@H](C)[C@@H](O)[C@@H](C)[C@H](OC(C)=O)[C@@H]1C	-16%	-16%	28µM*	0%	19%	7%&-29%	-15%	?	-9
Cc1cc(=O)[nH]c(N/N=C/c2c(F)c(F)c(F)c(F)c2F)n1	10%	2%	i	24%	-21%	-3%	3%	1%	-92*
CC(=O)NC(c1ccc(F)c(F)c1)c1nc(-c2cnn(C)c2)cs1 (stereo not given)	3%	12%	i	0%	5%	·	-2%	·	0

Seven compounds already listed, arranged by number of heavy atoms, rising.
SMILES	HT1080 IDH1KD tx	HT1080NT lethal	ATXN viability	KB-3-1 tox	ATXN2 expr inh	MCF10A rerep	HepG2 viability	SW480 rereplic	IL-1B inflam inh
COC(=O)c1ccc(CSc2nncn2N)cc1	22%	24%	i	3%	-5%[11.3 µM]	-5%	-16%	-30%	?
Cc1cc(=O)[nH]c(N/N=C/c2c(F)c(F)c(F)c(F)c2F)n1	10%	2%	i	24%	-21%	-3%	3%	1%	-92*
CC(=O)NC(c1ccc(F)c(F)c1)c1nc(-c2cnn(C)c2)cs1 (stereo not given)	3%	12%	i	0%	5%	·	-2%	·	0
CN(C)C(=O)/C(=C\c1ccc(-c2cccc([N+](=O)[O-])c2)o1)NC(=O)c1ccccc1	-9%	0%	?	-1%	·	14%	-20%	-8%	-16
CCC1CN(C(=O)N2CCC(C(=O)NCc3ccc(C)o3)CC2)c2cc(C)ccc2O1 (stereo not given)	11%	18%	i	-2%	-17%	1%	-1%&-29%	-14%	-1
Nc1c(Cl)cc(-c2csc(N3CCCC3c3nc4cc(Cl)c(Cl)cc4n3CCOCCO)n2)cc1Cl (stereo not given)	-2%	0%	?	0%	-5%	92%	-21%	-21%	-4
CO[C@H]1C=CO[C@@]2(C)Oc3c(C)c(O)c4c(O)c(c(C=NN5CCN(C)CC5)c(O)c4c3C2=O)NC(=O)C(C)=CC=C[C@H](C)[C@H](O)[C@@H](C)[C@@H](O)[C@@H](C)[C@H](OC(C)=O)[C@@H]1C	-16%	-16%	28µM*	0%	19%	7%&-29%	-15%	?	-9
